Compound activity from PubChem.
tim23-1 inh = tim23-1 yeast growth inhibition; S. cerevisiae tim23-1 growth, BacTiter-Glo luminescence, 24 h; inhibition, % at 20 µM; 1.3% of 330,000 active; AID 463212;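 active = growth inhibition of the mutant yeast at or above 50%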;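 note: temperature-sensitive mutant grown at 25 °C; plate controls were DMSO-treated mutant yeast for no effect and medium wells lacking yeast for full effect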
697 NFkB inh = lowers PMA/ionomycin-induced NF-kB signal in 697 B cells; 697 B-cell NF-kB luciferase reporter, 16 h; inhibition, % at 4 µM; 0.33% of 330,000 active; in the data active = inhibition above about 35%
TIM10 inh = TIM10 yeast growth inhibition | S. cerevisiae TIM10 strain growth, BacTiter-Glo luminescence, 24 h | inhibition, % at 10 µM | 1.4% of 330,000 active;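 active = inhibition of 40% or more at the single tested concentration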;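 note: wild-type TIM10 isogenic control strain grown at permissive 25 °C; 0% = DMSO yeast wells and 100% = minimal medium wells without yeast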
tim10-1 inh = tim10-1 yeast growth inhibition; S. cerevisiae tim10-1 ts strain growth, BacTiter-Glo, 24 h; inhibition, % at 20 µM; 2.2% of 330,000 active;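 active = inhibition of at least 40%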;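 note: mutant grown at 25 °C; 0% = DMSO wells with yeast and 100% = wells holding no yeast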
XBP1 UPR activ = adaptive UPR (XBP1) activation; activation, % at 20 µM; 0.33% of 330,000 active; AID 463104; CHO-XBP1 luciferase reporter, IRE1-XBP1 UPR activation, luminescence; percent of tunicamycin response, DMSO as zero;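 active = versus positive control, 20 µM dose yields 30% or more activation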;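 note: 100% = tunicamycin at 10 µg/mL and 0% = DMSO only wells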
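Test system: CHO-XBP1 luciferase reporter cells | Buffer or medium: Serum-containing F12 medium, 10% FBS | Schedule: 6 h compound exposure at 37 °C, 5% CO2 | Detection: Steady-Glo luciferase glow luminescence, 10 min after reagent addition | Read-out basis: Activation, % of tunicamycin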
UPR CHOP act = apoptotic UPR (CHOP) activation; CHO-CHOP luciferase reporter, luminescence; percent of tunicamycin response over DMSO baseline; activation, % at 10 µM; 0.34% of 330,000 active;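 active = at 10 µM dose, activation of 40% or more, normalized to positive control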;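 note: 100% = tunicamycin at 10 µg/mL and 0% = DMSO alone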
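Assay system: CHO cells with stable CHOP pathway luciferase reporter; Buffer or medium: F12 plus 10% serum; Times: 16-18 h cell attachment, then 6 h compound exposure, 37 °C; Signal: luciferase luminescence; Read-out basis: percent activation relative to tunicamycin control; Control set: tunicamycin high control, DMSO low control.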
Mdm2-MdmX inh = disrupts the human Mdm2-MdmX interaction. SaOS-2 split-luciferase Mdm2/MdmX complementation, luminescence. O15151+Q00987. inhibition, % at 8 µM. 3% of 330,000 active;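 active = inhibition of at least 50% at 8 µM in the primary screen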
Target sequence (O15151 whole entry, looked up): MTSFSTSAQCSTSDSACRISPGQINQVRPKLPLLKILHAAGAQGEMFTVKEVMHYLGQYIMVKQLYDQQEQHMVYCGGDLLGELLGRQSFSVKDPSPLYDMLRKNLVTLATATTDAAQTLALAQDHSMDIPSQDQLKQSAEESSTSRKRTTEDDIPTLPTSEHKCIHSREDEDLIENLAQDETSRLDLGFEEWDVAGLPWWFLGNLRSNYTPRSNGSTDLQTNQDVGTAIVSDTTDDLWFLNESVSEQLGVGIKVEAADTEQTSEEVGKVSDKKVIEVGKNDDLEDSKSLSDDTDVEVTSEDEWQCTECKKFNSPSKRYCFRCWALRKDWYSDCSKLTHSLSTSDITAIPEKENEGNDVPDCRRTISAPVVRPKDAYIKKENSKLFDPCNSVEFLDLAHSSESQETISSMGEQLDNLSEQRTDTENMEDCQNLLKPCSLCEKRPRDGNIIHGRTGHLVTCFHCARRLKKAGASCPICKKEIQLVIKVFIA
Target sequence (Q00987 whole entry, looked up): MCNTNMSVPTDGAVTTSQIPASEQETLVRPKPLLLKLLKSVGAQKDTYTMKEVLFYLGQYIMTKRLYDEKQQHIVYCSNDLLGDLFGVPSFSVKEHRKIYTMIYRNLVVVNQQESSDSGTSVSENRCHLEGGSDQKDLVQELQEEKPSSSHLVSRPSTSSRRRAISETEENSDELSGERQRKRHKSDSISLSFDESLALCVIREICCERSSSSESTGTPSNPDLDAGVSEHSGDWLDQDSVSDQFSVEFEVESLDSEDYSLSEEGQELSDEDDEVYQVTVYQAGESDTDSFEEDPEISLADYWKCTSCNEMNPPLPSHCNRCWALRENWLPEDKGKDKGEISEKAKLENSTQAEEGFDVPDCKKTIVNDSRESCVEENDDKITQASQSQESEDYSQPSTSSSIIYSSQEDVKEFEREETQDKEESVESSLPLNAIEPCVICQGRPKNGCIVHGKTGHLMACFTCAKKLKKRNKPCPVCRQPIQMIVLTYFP
Jurkat NFkB inh = lowers PMA/ionomycin-induced NF-kB signal in Jurkat cells; inhibition, % at 4 µM; AID 435003; 0.53% of 330,000 active; PMA/ionomycin-induced NF-kB luciferase reporter, luminescence; in the data active = inhibition above about 50%
Active calls of the source: *.

Below each SMILES: tim23-1 inh | 697 NFkB inh | TIM10 inh | tim10-1 inh | XBP1 UPR activ | UPR CHOP act | Mdm2-MdmX inh | Jurkat NFkB inh
CS(=O)(=O)N1CCN(S(=O)(=O)c2ccccc2[N+](=O)[O-])CC1
→ 1 | 3 | 0 | 4 | -1 | -0.2 | -13 | 0
Cc1[nH]c2ccccc2c1C(c1ccccn1)N1CCCC1 (stereo not drawn)
→ 4 | 23 | 5 | -1 | -1 | 1.3 | 31 | 13
Cc1ccc2c(c1)N(CCCC(=O)NCCC1=CCCCC1)C(=O)CO2
→ 25 | 16 | 14 | 25 | 0 | 3.5 | -23 | 1
CC(SCc1ccccc1)C(=O)NC1CCCC1 (stereo not drawn)
→ 2 | -26 | -8 | 6 | 0 | -0.5 | 9 | 8
COc1ccc(C(C)=O)cc1CN1C(=O)NC(CC(C)C)C1=O (stereo not drawn)
→ -8 | 5 | 0 | 11 | -3 | -0.5 | 3 | 17
Cc1ccc(-n2c(Cc3cccn3C)nnc2SCC(=O)Nc2ccc3c(c2)OCO3)cc1
→ 24 | 20 | 24 | 29 | -3 | 0.5 | 21 | 17
CN(Cc1ccccc1)C(=O)[C@H]1CCC(=O)N1Cc1ccco1
→ 10 | -11 | 4 | 10 | 0 | -2.4 | -3 | 14
COc1ccccc1N1CCN(C(=O)CCCCn2c(=O)[nH]c3ccsc3c2=O)CC1
→ 10 | 1 | -3 | 7 | 1 | -0.5 | 36 | 6
CCOC(=O)c1c(C)n(C)c2cc(CN(C)C)c(O)c(S(=O)(=O)c3ccccc3)c12
→ 17 | 7 | 4 | 8 | -1 | 1.7 | 10 | 12
CC(=O)N1CCN(C(=O)c2cc(-c3ccc(Cl)s3)nc3ccccc23)CC1
→ 0 | 12 | -7 | 5 | -1 | 1.9 | 27 | 3
CCOC(=O)N1CCN(C(=O)CCC(=O)N2CCOc3ccc(C)cc32)CC1
→ 11 | 10 | -11 | 16 | -5 | 1.9 | -4 | -6
COc1ccc(CCNC(=O)Cn2nnc(-c3ccc(N4CCOCC4)cc3)n2)cc1OC
→ -17 | -12 | -6 | -10 | 1 | 19 | 28 | -37
Cc1cccc(C(=O)OCC(=O)N2CCC(c3ccccc3)=N2)c1O
→ 1 | 6 | 4 | -12 | 0 | 0.6 | -32 | 35
COc1ccc(C(=O)NCCCc2nc3ccccc3n2Cc2ccccc2C)cc1OC
→ 22 | -30 | 9 | 23 | 1 | 0.9 | -3 | 12
Cc1cc(=O)oc2c(C)c(OC(C)C(=O)NCCCN3CCOCC3)ccc12 (stereo not drawn)
→ -7 | 8 | 4 | -13 | -2 | 1.1 | 11 | -3
COc1ccc(N2CCN(C(=O)CCc3ccc(S(=O)(=O)NC(C)(C)C)cc3)CC2)cc1
→ 17 | 0 | -39 | 7 | -3 | 1.9 | -31 | 7
CCCCc1nc2cc(C(=O)N(C)C(C)c3ccccn3)ccc2o1 (stereo not drawn)
→ 9 | -12 | 7 | 20 | 0 | 7.3 | 4 | -21
O=C(COC(=O)c1ccc(Cl)cc1Cl)Nc1cccc(S(=O)(=O)NC2=NCCC2)c1
→ -6 | 22 | 0 | 1 | -3 | 0.1 | 3 | 0
CCC(C)(NC(=O)CNC(C)=O)C(=O)NC1CCCCC1 (stereo not drawn)
→ 5 | 7 | -2 | 1 | -3 | -0.5 | -4 | 0
CC1=C(CC(=O)c2ccccc2)C(=O)c2ccccc2C1=O
→ 64* | -131 | 33 | 48* | 1 | 5.7 | 44 | -75
Cc1noc(C)c1COC(=O)[C@H](C)NS(=O)(=O)c1ccc(Cl)c(Cl)c1
→ 10 | 15 | -13 | 10 | -1 | -1.9 | 11 | -9
N#CC1=C2SCN(Cc3ccccc3)CN2C(=O)CC1c1ccc2c(c1)OCO2 (stereo not drawn)
→ 1 | 13 | 1 | 11 | -3 | 0.4 | -2 | -5
COc1ccc(C(CC(=O)O)n2cnnn2)cc1 (stereo not drawn)
→ -11 | 5 | 14 | -6 | -1 | -1.3 | -22 | 9
NC(=O)C(c1cccc(Cl)c1)c1ncc(C(F)(F)F)cc1Cl (stereo not drawn)
→ 0 | -3 | -17 | 12 | -1 | -0.3 | 5 | -2
CC(CN1C(C)CCCC1C)OC(=O)c1ccccc1Br (stereo not drawn)
→ 5 | -1 | 9 | -12 | -1 | 1.3 | 11 | 7
COc1ccc(CC(C)N2CCN(Cc3ccccc3)CC2)cc1OC (stereo not drawn)
→ 2 | -1 | -10 | 2 | -4 | -0.8 | 5 | 13
COc1cc(OC)cc(C(=O)NC(C)CCc2ccccc2)c1 (stereo not drawn)
→ 12 | 11 | -3 | 9 | -4 | 0.0 | 20 | 2
Cc1ccc(-c2ccc(CCC(=O)O)n2-c2cccc(C(=O)O)c2)cc1
→ -1 | -62 | 4 | -1 | -6 | 2.1 | -14 | 1
CCN1CCC(O)(C#Cc2ccccc2)CC1
→ 1 | 10 | -17 | -2 | -4 | -1.0 | 9 | -11
O=C(Nc1ccc2nc(-c3cccs3)[nH]c2c1)c1ccco1
→ 33 | -2 | 32 | -10 | 6 | 1.6 | 20 | -35
CC(C)c1cc(C(=O)NCCc2ccccc2)no1
→ 6 | -84 | -14 | 10 | 1 | 6.6 | -98 | -73
CCCC(=O)N(c1ccc(OC)cc1)C1C=CS(=O)(=O)C1 (stereo not drawn)
→ 23 | 7 | 14 | 17 | 3 | 0.8 | -26 | 0
CC1=CC(C)[C@@H]2COC(c3ccc(O)cc3)[C@H]1C2C (stereo partly drawn)
→ 49 | 20 | 15 | 37 | 1 | -1.6 | -8 | -4
O=C1CCCN1CCC(=O)N1CCCC(CO)(Cc2ccccc2)C1 (stereo not drawn)
→ -10 | -67 | 1 | -12 | -1 | 4.8 | -44 | -40
N/C(=N\OC(=O)c1cccc2ccccc12)c1ccncc1
→ 28 | -26 | 29 | 49* | 5 | 5.9 | 51* | -23
Oc1ccc(/C=N/N2CCOCC2)c(O)c1O
→ -7 | 0 | -1 | -3 | 1 | -0.2 | 10 | -8
Cc1ccc2c(c1)nnn2C1CCN(S(=O)(=O)c2ccc(C(=O)O)cc2)CC1
→ -2 | 10 | 0 | 6 | 3 | -0.2 | 3 | -3
O=C(CSc1nc2ccccc2s1)Nc1ccc(N2CCOCC2)c(Cl)c1
→ 43 | -10 | 21 | 37 | -1 | 0.2 | -29 | -8
CCN(CCO)Cc1cc(=O)oc2c(C)c(C)ccc12
→ 29 | 3 | 23 | 17 | -2 | -0.5 | -6 | 12
CCOc1ccc(C(=O)NCC(=O)OCC(=O)N2CCC(C)CC2)cc1
→ 13 | 11 | 10 | 9 | -1 | 0.8 | -4 | 3
CC1CCCCN1C(=O)c1cccc(NC(=O)c2ccccc2)c1 (stereo not drawn)
→ 19 | -5 | 15 | 22 | 2 | 2.7 | -7 | -11
CCN(CC)S(=O)(=O)c1cccc(-c2n[nH]c(=S)n2/N=C/c2ccc(Br)cc2)c1
→ 14 | -14 | 22 | 6 | 1 | -1.2 | -38 | 2
CCn1c(CCCOc2ccc(Cl)cc2Cl)nnc1SCC(=O)Nc1cccc(F)c1
→ -11 | -8 | 4 | 17 | 2 | -1.5 | -10 | 1
Cc1nnc(SCc2cccc(CSc3nnc(C)s3)c2)s1
→ 13 | -81 | 2 | 38 | 2 | 1.8 | -24 | -28
COc1cccc(C(=O)CC(=O)C(=O)Nc2ccc(C)cc2Cl)c1
→ 3 | -32 | -14 | 10 | -1 | -0.5 | 31 | 11
O=C(COC(=O)CNS(=O)(=O)c1c(F)cccc1F)NC(=O)NC1CCCCC1
→ 6 | -10 | 2 | 9 | 0 | -1.4 | 7 | -4
CC(C)(C)OC(=O)NCCCCCNC(=O)c1nc[nH]c1C(=O)N1CCN(C(=O)OC(C)(C)C)CC1
→ -3 | -3 | -1 | 1 | -1 | -0.6 | 6 | -9
CCCCCCCCCC(=O)Nn1cnc2ccccc2c1=O
→ 31 | 16 | 27 | 28 | -3 | 1.4 | -7 | 2
CCOC(=O)c1c[nH]c2c(C)cc(C)cc2c1=O
→ 3 | 10 | -7 | 1 | 1 | -1.6 | 22 | 22
Cc1cccc(Cl)c1OCCN1CCCC1
→ 9 | 4 | -11 | 0 | -5 | 2.2 | 7 | -7

3 entries picked at random from the list so far, as already listed:
Below each SMILES: tim23-1 inh | 697 NFkB inh | TIM10 inh | tim10-1 inh | XBP1 UPR activ | UPR CHOP act | Mdm2-MdmX inh | Jurkat NFkB inh
Cc1cccc(Cl)c1OCCN1CCCC1
→ 9 | 4 | -11 | 0 | -5 | 2.2 | 7 | -7
COc1cccc(C(=O)CC(=O)C(=O)Nc2ccc(C)cc2Cl)c1
→ 3 | -32 | -14 | 10 | -1 | -0.5 | 31 | 11
CC1CCCCN1C(=O)c1cccc(NC(=O)c2ccccc2)c1 (stereo not drawn)
→ 19 | -5 | 15 | 22 | 2 | 2.7 | -7 | -11

Record cards, from the list above. Values in the order: tim23-1 inh | 697 NFkB inh | TIM10 inh | tim10-1 inh | XBP1 UPR activ | UPR CHOP act | Mdm2-MdmX inh | Jurkat NFkB inh
Record of `Cc1nnc(SCc2cccc(CSc3nnc(C)s3)c2)s1` : 13 | -81 | 2 | 38 | 2 | 1.8 | -24 | -28
Record of `CCCCCCCCCC(=O)Nn1cnc2ccccc2c1=O` : 31 | 16 | 27 | 28 | -3 | 1.4 | -7 | 2

Remaining list, next part.
Below each SMILES: tim23-1 inh | 697 NFkB inh | TIM10 inh | tim10-1 inh | XBP1 UPR activ | UPR CHOP act | Mdm2-MdmX inh | Jurkat NFkB inh
CC1CCCCN1C(=O)CSc1nc(-c2ccccc2)cn1N (stereo not drawn)
→ -1 | -3 | 21 | 27 | 0 | 3.2 | -1 | -8
COC(=O)COc1ccc(S(=O)(=O)Nc2ccc3c(c2)OCCO3)cc1Cl
→ 24 | 0 | -2 | -10 | 0 | -1.5 | 2 | -14
O=C(/C=C/c1ccc(Cl)cc1)NCc1ccco1
→ 13 | -22 | -10 | -1 | -3 | 3.1 | -19 | -27
Cn1c(=O)c2c(nc(CN3CCCCC3)n2CCCc2ccccc2)n(C)c1=O
→ 19 | -5 | 22 | 32 | 0 | -0.4 | 1 | -14
CN1CCN(C(=O)C2=C[C@H](c3ccc(Br)cc3)C[C@H](OCCCCO)O2)CC1
→ 16 | -38 | 5 | 6 | -1 | -0.9 | -4 | -15
Cc1cccc(C(=O)Nc2ccccc2N2CCN(c3ccc(F)cc3)CC2)c1
→ 11 | -34 | 13 | 1 | 1 | 1.4 | -10 | -14
Cc1occc1-c1nnc(SCC(=O)c2ccc(Cl)cc2)n1CC1CCCO1 (stereo not drawn)
→ 8 | 17 | 6 | 17 | -1 | -1.3 | -28 | 4
CCOC(=O)c1cc2c(=O)n3ccccc3nc2n(CC2CCCO2)c1=NC(=O)/C=C/c1ccccc1 (stereo not drawn)
→ 7 | 5 | 21 | 22 | -3 | 1.0 | 18 | -17
CN(CC(=O)Nc1ccc(Cl)cc1)C(=O)C1=COCCO1
→ 12 | -3 | -3 | 7 | -2 | -0.3 | 9 | -8
COc1ccc(-c2csc(NC(=O)Cn3nc(C)cc3C)n2)cc1
→ 17 | 10 | 4 | 10 | -1 | -1.5 | 15 | -15
COc1ccccc1CC(=O)NNS(=O)(=O)c1ccc([N+](=O)[O-])cc1
→ -9 | 15 | -10 | -10 | -3 | 1.1 | 20 | 7
CCC(=O)Nc1ccc2nc3c(=O)[nH]c(=S)[nH]c3nc2c1
→ -1 | 8 | 11 | -11 | -3 | 1.7 | -18 | -1
Cc1ccc(-c2nc(-c3ccccn3)no2)cc1Cl
→ 44 | -116 | 24 | 40* | -8 | -8.5 | 44 | 13
NS(=O)(=O)c1ccc(NC(=S)NNC(=O)c2cccs2)cc1
→ -5 | -6 | 13 | 4 | -2 | 2.3 | -39 | 11
O=C(c1ccncc1)N(Cc1cc2ccccc2[nH]c1=O)C1CCCCC1
→ 19 | 11 | -7 | 10 | 3 | -1.6 | 22 | -5
